# Screening results as filed in PubChem.
# Nrf2 block: Nrf2 pathway inhibition; A549 ARE-Fluc reporter, luciferase luminescence, 18-24 h; Potency, µM (top dose mostly 46 µM), without a hit: at the top dose activity change, negative = inhibition, most hits filed as inhibitors; hit rate 2.1% among 360,000; AID 504444; also: potency is read from the fitted curve at half-maximal effect; % is scaled to controls: 0 for no effect and ±100 for the full control effect; nearly all actives have a fitted effect of over 60% in size
#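 Two sequential reads on A549 ARE_Fluc cells exposed to compound for 18-24 h: a CellTiter-Fluor fluorescence read for viability, then a luciferase luminescence read for Nrf2/ARE activity.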
# ATXN2 expr inh: reduces ATXN2 reporter expression in HEK-293 cells; hit rate 0.72% among 360,000; Potency, µM (titrated, usually from 57 µM), inactives show at the top dose activity change, negative = inhibition, usual class: inhibitors; AID 1745845; HEK-293 ATXN2-luciferase reporter, luminescence, 24 h; also: potency is read from the fitted curve at half-maximal effect; % is scaled to controls: 0 for no effect and ±100 for the full control effect; nearly all actives have a fitted effect of over 55% in size
#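 ATXN2-luciferase reporter cells (luciferase flanked by upstream and downstream ATXN2 gene portions) were treated 24 h at 37 °C with compounds at up to 57 uM. SteadyGlo luminescence gave expression; GF-AFC fluorescence gave viability.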
# EPAC2 agonist: EPAC2 (human) agonism; Potency, µM (titrated, usually from 154 µM), for the others: at the highest dose activation, hits mostly activators; Q8WZA2; EPAC2 activation, biochemical qHTS; response scale: 100% = 6.5 mM cAMP response; hit rate 0.079% among 360,000; also: potency is read from the fitted curve at half-maximal effect; nearly all actives have a fitted effect of over 50% in size
# Target sequence (Q8WZA2 whole entry, looked up): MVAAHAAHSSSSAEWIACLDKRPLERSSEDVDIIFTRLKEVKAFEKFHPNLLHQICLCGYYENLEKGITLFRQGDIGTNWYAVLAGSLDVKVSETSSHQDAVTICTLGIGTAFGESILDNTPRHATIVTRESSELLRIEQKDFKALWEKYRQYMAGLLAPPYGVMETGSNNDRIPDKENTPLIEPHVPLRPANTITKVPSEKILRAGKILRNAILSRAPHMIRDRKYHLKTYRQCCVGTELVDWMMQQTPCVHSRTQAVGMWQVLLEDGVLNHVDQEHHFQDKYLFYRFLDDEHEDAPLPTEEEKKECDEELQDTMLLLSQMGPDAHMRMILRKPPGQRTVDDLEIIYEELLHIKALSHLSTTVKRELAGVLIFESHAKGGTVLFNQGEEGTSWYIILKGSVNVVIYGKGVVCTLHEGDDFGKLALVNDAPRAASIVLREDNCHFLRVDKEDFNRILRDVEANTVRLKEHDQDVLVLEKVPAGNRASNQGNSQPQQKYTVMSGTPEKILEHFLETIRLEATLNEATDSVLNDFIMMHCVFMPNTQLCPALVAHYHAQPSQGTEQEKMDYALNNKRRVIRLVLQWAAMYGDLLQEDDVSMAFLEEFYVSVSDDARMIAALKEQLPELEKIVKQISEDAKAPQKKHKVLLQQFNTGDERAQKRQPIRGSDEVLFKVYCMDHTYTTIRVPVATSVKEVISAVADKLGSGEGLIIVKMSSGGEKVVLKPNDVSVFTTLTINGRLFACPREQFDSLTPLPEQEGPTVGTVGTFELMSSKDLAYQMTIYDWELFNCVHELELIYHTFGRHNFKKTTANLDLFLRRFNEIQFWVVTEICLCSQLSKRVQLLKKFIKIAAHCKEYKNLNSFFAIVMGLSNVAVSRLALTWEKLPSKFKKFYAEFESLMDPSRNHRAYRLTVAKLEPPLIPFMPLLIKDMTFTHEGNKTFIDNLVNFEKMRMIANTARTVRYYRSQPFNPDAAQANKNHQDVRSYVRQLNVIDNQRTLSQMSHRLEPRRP
#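 Guanine nucleotide exchange by EPAC2 is measured as reduced fluorescence of BODIPY-GDP once it is released from 250 nM Rap1B. Plates are read kinetically for 30 min at room temperature; results are scaled to 6.5 mM cAMP.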
# S2 tox: reduces viability in counter-screen for ATXN expression inhibitors; S2 cells (HEK-293 line with an ATXN2-luciferase reporter) viability, CellTiter-Fluor protease fluorescence, 24 h; Potency, µM (titrated, usually from 56.7 µM), most hits filed as cytotoxic; hit rate 0.49% among 400,000; AID 651635; also: potency is read from the fitted curve at half-maximal effect; nearly all actives have a fitted effect of over 40% in size
# A549 tox: counter-screen for Nrf2 inhibitors: cytotoxicity in A549 cells; A549 ARE-Fluc cells, CellTiter-Fluor viability, 18-24 h; Potency, µM (top dose mostly 46 µM), inactives show at the highest dose activity change, negative = cytotoxicity, hits mostly inhibitors; AID 504648; hit rate 0.16% among 390,000; also: potency is read from the fitted curve at half-maximal effect; % is scaled to controls: 0 for no effect and ±100 for the full control effect
#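 Cytotoxicity counterscreen: CellTiter-Fluor fluorescence was measured in A549 ARE_Fluc cells after 18-24 h of compound exposure in a concentration series. The subsequent BugLite luminescent read reports ARE-luciferase activity.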
# TGFb SMAD3 inh: inhibitors of TGF-b signaling | HepG2 CAGA-GFP TGF-b/SMAD3 reporter, GFP fluorescence, 18 h; TGF-beta stimulated, 500 pg/mL final | Potency, µM (series often up to 46.1 µM), for the others: top-dose activity, negative = inhibition, hits mostly inhibitors | hit rate 1.2% among 410,000; also: potency is read from the fitted curve at half-maximal effect; % is scaled to controls: 0 for no effect and ±100 for the full control effect; nearly all actives have a fitted effect of over 65% in size
#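 Cell-based qHTS in HEPG2 carrying a CAGA-GFP Smad reporter; compounds added before 500 pg/mL final TGF-beta, 18 h incubation at 37 degrees C, GFP fluorescence quantified per cell by imaging cytometry.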
# HepG2 tox: HepG2 cytotoxicity, counter-screen for TGF-b inhibitors; hit rate 0.76% among 410,000; HepG2 CAGA-GFP viability, ATP luminescence, 18 h; Potency, µM (doses to about 46.1 µM), inactives show at the top dose activity change, negative = cytotoxicity, hits mostly cytotoxic; also: potency is read from the fitted curve at half-maximal effect; some results filed as inactive show a strong effect at the top dose
#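 HepG2 CAGA-GFP cells (1000/well, DMEM with 1% FBS) received compound, then TGF-beta at 500 pg/mL final, and were incubated 18 hours at 37 degrees C. Viability was read by CellTiter-Glo luminescence. Media-only wells were set as complete cell-killing and DMSO as no toxicity.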
# IL-2 act: IL-2 activation. IL-2 activation reporter assay, cell-based qHTS; stimulated with anti-CD3/CD4/CD28 beads; in transgenic mouse T cells. activation, % (series mostly up to about 46 µM). hit rate 0.065% among 360,000. AID 652025; in the data active = activation above about 50%; inconclusive = mostly about 30% to 49%; also: 0% is about no effect
#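 Readout: EGFP and DsRed signals by fluorescent plate cytometry. Unstimulated transgenic mouse T cells received compound 60 min before antibody-bead stimulation, then incubated 18 h at 37 degrees C.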
# Nrf2 ARE act: activates Nrf2 signaling; AREc32 ARE-luciferase reporter (MCF7-derived line), luminescence, 24 h; Potency, µM (top dose mostly 46.1 µM), for inactives: at the highest dose activation, most hits filed as activators; hit rate 0.31% among 410,000; AID 624171; also: potency is read from the fitted curve at half-maximal effect; % of control where 0% means no effect; nearly all actives have a fitted effect of over 65% in size
#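 AREc32_Fluc, 1000 cells/well, OPTI-MEM + 5% FBS, o/n 37 deg C 5% CO2; 23 nL cpd by pin tool, 24 hr; Steady-Glo 30 min RT, luminescence.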
# Numbers without * were called inactive; i = inactive; ? = inconclusive; . = not tested or not shown; & = joins results of further samples; [ ] = dose if it differs, or a comment. Unless noted, calls follow the shape of the dose curve; as a rule, active = well fitted curve in the direction sought with a large enough effect; inconclusive = small, poorly fitted or top-dose-only effect, or another doubt; inactive = no such curve, though single readings can be large; an effect the other way counts as inactive or inconclusive.
SMILES,Nrf2 block,ATXN2 expr inh,EPAC2 agonist,S2 tox,A549 tox,TGFb SMAD3 inh,HepG2 tox,IL-2 act,Nrf2 ARE act
S=C(Nc1ccccc1)N1N=C(c2cccs2)CC1c1cccs1 (configuration not stated),-1.8%,2.2%,3.0%,i,-13.5%,?,3.6%,-0.2,3.2%
CCOC(=O)C1CCN(C(=O)c2cccnc2)CC1,-0.7%,-12.7%,-3.1%,i,2.6%,1.8%,-15.3%,-2.8,-0.1%
C[C@@H]1CN([C@@H](C)CO)C(=O)c2cc(Br)cnc2O[C@H]1CN(C)C(=O)C1CC1,.,6.6%,10.2%,i,.,19.0%,1.6%,-0.4,-0.7%
COc1ccc(NC(=O)Cc2c(C(=O)O)n(C)c3ccccc23)cc1OC,-25.8%,4.3%[11.3 µM],1.7%,i,1.7%,25.2%,27.6%,0.2,0.1%
CNCc1ccccc1Sc1ccc(OC)c(OC)c1,19.3%,-9.7%,-18.5%,i,-6.5%,-0.7%,-2.6%,0.3,-0.3%
COc1ccc(CN(C(=O)CSc2nnc(-c3ccccc3C)o2)c2ccc(F)cc2)cc1,.,?,-0.7%,?,6.8%,?,-92.0%,-0.9,1.1%
Cc1ccc(CNCC(O)(c2ccccc2)c2ccccc2)cc1,1.0%,.,12.6%,i,9.9%,-26.9%,-40.3%,1.4,5.8%
Cc1cc(C)c(NC(=O)Cn2c(=O)n(CCC(=O)NCc3ccc4c(c3)OCO4)c(=O)c3ccccc32)c(C)c1,9.9%,2.0%,.,i,7.5%,0.1%,0.5%,.,-0.3%
COc1ccccc1N1CCN(C(=O)CCSCc2ccccc2F)CC1,-0.2%,-12.1%,12.8%,i,-0.6%&10.3%,19.4%&-22.7%,-1.8%&-21.6%,0.5,-0.5%&7.0%
O=C(Nc1ccc(N2CCOCC2)cc1)c1cccc(S(=O)(=O)N2CCOCC2)c1,-4.8%,.,4.7%,i,0.7%,-4.3%,-8.2%,-0.3,0.4%
CN(C)C(=O)c1cn(-c2ccc(Cl)cc2)c(=O)c2ccccc12,-1.6%,6.8%,7.5%,i,-0.5%,-4.8%,-39.0%,-4.8,0.3%
Clc1ccccc1C1Nc2cccc3cccc(c23)N1,3.7%,.,10.7%,?,-3.1%,?,0.1%,-0.3,?

# By substructure: those above containing fluorine (2)
SMILES,Nrf2 block,ATXN2 expr inh,EPAC2 agonist,S2 tox,A549 tox,TGFb SMAD3 inh,HepG2 tox,IL-2 act,Nrf2 ARE act
COc1ccc(CN(C(=O)CSc2nnc(-c3ccccc3C)o2)c2ccc(F)cc2)cc1,.,?,-0.7%,?,6.8%,?,-92.0%,-0.9,1.1%
COc1ccccc1N1CCN(C(=O)CCSCc2ccccc2F)CC1,-0.2%,-12.1%,12.8%,i,-0.6%&10.3%,19.4%&-22.7%,-1.8%&-21.6%,0.5,-0.5%&7.0%

# Additional compounds follow.
SMILES,Nrf2 block,ATXN2 expr inh,EPAC2 agonist,S2 tox,A549 tox,TGFb SMAD3 inh,HepG2 tox,IL-2 act,Nrf2 ARE act
CN1CCN(C(=O)c2cc3ccccc3oc2=O)CC1,1.7%,6.3%,-4.4%,i,-4.9%,-2.1%,5.6%,-0.2,0.2%
CCOC(=O)C(=CNc1ccc(C)cc1C)C(=O)OCC,-21.0%,-1.6%,11.3%,i,-0.1%,-3.8%,-25.7%,1.2,-0.1%
CN(C(=O)COc1ccccc1)c1nnc(-c2ccncc2)s1,5.3%,-0.1%,-8.0%,i,1.4%,3.8%,3.8%,-2.5,-0.8%
CC(=O)c1cccc(NC(=O)CCCNC(=O)c2ccc(Cl)cc2)c1,-1.1%,-3.4%,3.2%,i,-1.2%,0.7%,3.2%,5.4,-0.1%
CCCCOc1ccc(C2=NC(c3ccncc3)=Nc3ccc(Br)cc3N2)cc1,29.2%,0.4%,.,i,2.6%,-24.9%,-28.6%,.,0.4%
O=C(COC(=O)COc1ccc(Cl)cc1)NC1CC1,10.7%,.,0.2%,i,12.2%,1.1%,-14.5%,0.2,-0.5%
O=C(CC1SC(N2CCCC2)=NC1=O)Nc1ccc(C(=O)N2CCN(c3cccc(Cl)c3)CC2)cc1 (configuration not stated),20.6µM*,-17.9%,0.9%,i,?,10.7%,-35.4%,-0.8,-0.5%
Cc1ccc(-n2ncc3c(=O)[nH]c(SCC(=O)N4CCN(c5ccccc5)CC4)nc32)cc1,?,-7.4%,3.8%,i,-11.8%,-2.4%,-16.7%,-1.2,-0.7%
COc1ccc(OC)c(NC(=O)CSc2nc(=O)n(Cc3ccccn3)c3c2CCC3)c1,-23.6%,-2.9%,-4.0%,i,1.5%,-8.8%,-3.0%,-3.9,-0.2%
COc1cc(OC)c(OC)cc1CN1CCCC(C(=O)c2ccc3c(c2)OCO3)C1 (configuration not stated),2.0%,-9.1%,7.3%,i,0.6%,6.1%,-30.5%,-1.6,0.1%
Cc1ccc(C)c(NC(=O)C(OC(=O)c2cc[n+]([O-])cc2)c2ccccc2)c1 (configuration not stated),4.6%,-5.0%,-7.2%,i,-12.0%,4.6%,-1.1%,-1.2,2.3%
COc1ccc(Cl)cc1Cn1c(C)c(C(=O)NCc2cccc(C(F)(F)F)c2)sc1=O,.,-11.1%,4.5%,i,.,?,0.4%,-0.4,0.9%
COc1cccc(C(CC(=O)Nc2cccc3ccccc23)NC(=O)c2ccccc2)c1 (configuration not stated),-14.5%,?,-2.2%,?,0.2%,-2.2%,0.0%,-4.7,2.1%
Fc1cccc(CCN2CCN=C2Nc2ccccc2)c1,11.3%,-9.0%,3.5%,i,-5.3%,?,-7.5%,0.3,7.5%
Cc1ccc(NC(=O)Nc2ccc3c(c2)N(C)C(=O)CS3)nc1,?,-32.9%,6.0%,?,2.0%,-15.8%,-3.4%,1.0,0.4%
CC1(C)Cc2c(c(-c3ccccc3)nc(N3CCCC3)c2C(N)=O)CO1,0.1%,8.8%,7.4%,i,-1.3%,-6.6%,0.1%,-0.5,0.3%
C=CCn1c(CSc2nc3ccccc3s2)nnc1SCC(=O)NCc1ccco1,3.8%,-2.9%,-2.3%,i,-0.1%,0.0%,1.6%,1.0,0.0%
COc1cccc(C(C#N)NCCCNC(C#N)c2cccc(OC)c2OC)c1OC (configuration not stated),2.1%,-9.3%,-2.1%,i,0.2%,7.8%,15.7%,-0.6,-0.3%
O=C1CSC(c2ccccn2)N1c1ccc(Br)cc1 (configuration not stated),15.3%,-26.5%,15.1%,i,7.6%,-19.2%,-9.5%,-2.8,0.5%
CCNC(=S)N/N=C(\C)c1ccc(Cl)s1,4.7%,-1.0%,-5.3%,i,2.6%,-4.0%,6.8%,-0.6,4.4%[9.22 µM]
Cc1ccc(OCC(=O)Nc2ccc3c(c2)OCO3)c([N+](=O)[O-])n1,?,37.3%,-6.0%,i,-1.9%,-3.5%,3.2%,-0.9,4.2%
CC(C)c1ccc(NC(=O)c2cc3c(s2)-c2ccccc2SC3)cc1,13.4%,.,.,.,-1.2%,.,-14.3%,.,0.1%
CN(C(=O)CC1C(=O)NCCN1Cc1ccccc1C(F)(F)F)C1CCOCC1 (configuration not stated),-1.0%,5.3%,8.2%,i,0.0%,-2.0%,-6.5%,-2.7,0.0%
COc1ccc(-c2cc(C(=O)NN)n(-c3ccccc3)n2)cc1,10.0%,72.6%[activator],3.6%,i,?,-10.8%,-1.4%,-2.0,4.3%

# Profiles as entered above. Order of screens: Nrf2 block | ATXN2 expr inh | EPAC2 agonist | S2 tox | A549 tox | TGFb SMAD3 inh | HepG2 tox | IL-2 act | Nrf2 ARE act
# Listed for CCNC(=S)N/N=C(\C)c1ccc(Cl)s1 = 4.7% | -1.0% | -5.3% | i | 2.6% | -4.0% | 6.8% | -0.6 | 4.4%[9.22 µM]
# Listed for COc1ccc(-c2cc(C(=O)NN)n(-c3ccccc3)n2)cc1 = 10.0% | 72.6%[activator] | 3.6% | i | ? | -10.8% | -1.4% | -2.0 | 4.3%
# Listed for C=CCn1c(CSc2nc3ccccc3s2)nnc1SCC(=O)NCc1ccco1 = 3.8% | -2.9% | -2.3% | i | -0.1% | 0.0% | 1.6% | 1.0 | 0.0%
# Listed for Fc1cccc(CCN2CCN=C2Nc2ccccc2)c1 = 11.3% | -9.0% | 3.5% | i | -5.3% | ? | -7.5% | 0.3 | 7.5%
# Listed for CN(C(=O)CC1C(=O)NCCN1Cc1ccccc1C(F)(F)F)C1CCOCC1 (configuration not stated) = -1.0% | 5.3% | 8.2% | i | 0.0% | -2.0% | -6.5% | -2.7 | 0.0%

# (next part)
SMILES,Nrf2 block,ATXN2 expr inh,EPAC2 agonist,S2 tox,A549 tox,TGFb SMAD3 inh,HepG2 tox,IL-2 act,Nrf2 ARE act
O=C(Nc1ccc(S(=O)(=O)NCc2ccco2)cc1)c1cccc(F)c1,-19.7%,-1.6%,-1.3%,i,1.6%,1.2%,-7.2%,-1.6,6.3%
Cc1nc(C(=O)O)sc1C1(C)CC(c2cccc([N+](=O)[O-])c2)=NO1 (configuration not stated),-1.7%,4.3%,3.6%,i,2.9%,18.9%,2.6%,-0.2,3.0%
O=C1C(=O)N(CCCc2ccccc2)c2ccccc21,13.0%,.,9.8%,i,14.2%,?,-14.8%,-0.1,4.8%
C/C(=N\Nc1ccccc1C(=O)O)c1ccncc1,?,18.8%,-0.7%,i,-0.5%,17.3%,8.2%,-0.5,2.3%
C/C=C/c1ccc(OCCN2CCc3ccccc3C2)c(OC)c1,1.9%,9.2%,18.6%,i,-0.5%,-54.9%,-32.9%,3.3,3.3%
